Bioassay records: PubChem, several laboratories
TPT1 inh: blocks Candida albicans tRNA 2'-phosphotransferase. 300,000 compounds, 0.81% hits. inhibition, % at 5 µM. recombinant caTPT1, FP RNA substrate dephosphorylation. AID 1962;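 active = inhibition above the mean of all tested compounds plus 3 SD, set per screening campaign, cut at about 24% in these data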;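 also: plate controls were DMSO alone for no effect and ferristatin control at 100 nM for full effect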
EBNA-1 inhibitor: blocks EBNA-1 binding to DNA; EBNA-1 DNA binding, fluorescence polarization; inhibition, % at 14.8 µM; 300,000 compounds, 0.34% hits; AID 1950; in the data active = inhibition above about 28%
HCV core dimer: HCV core protein dimerization inhibition | TR-FRET GST/Flag-core106 dimerization, 1536-well | inhibition, % at 5 µM | 300,000 compounds, 0.33% hits | AID 1899;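 active = inhibition above the mean of all tested compounds plus 3 SD, set per screening campaign, cut at about 45% in these data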
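Assay system – GST-tagged and Flag-tagged HCV core protein residues 1-106 · Quantity – core106 proteins, GST 13.5 nM and Flag 17 nM · Benchmarks – unlabelled core106 and no-GST-core106 wells · Read-out basis – percent inhibition of core106 dimerization signal · Detection – time-resolved FRET, ex 340 nm, em 617 and 671 nm · Schedule – 4 h at 22.5 °C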
GASC-1 inh: inhibitors of human GASC-1 (JMJD2C) demethylase. Q9H3R0. GST-JMJD2C(1-420) H3K9me3 demethylation, DELFIA europium. inhibition, % at 2.35 µM. 330,000 compounds, 0.069% hits. AID 2099;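 active = more than half of a compound's replicate wells show inhibition beyond 50%, single wells judged on their own value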;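 also: signal counts dimethyl H3K9 product captured on neutravidin plate; 0% = median of DMSO wells and 100% = 0.3 times that DMSO median; strong numbers were not always called active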
Target sequence (Q9H3R0 1-420 limits assumed): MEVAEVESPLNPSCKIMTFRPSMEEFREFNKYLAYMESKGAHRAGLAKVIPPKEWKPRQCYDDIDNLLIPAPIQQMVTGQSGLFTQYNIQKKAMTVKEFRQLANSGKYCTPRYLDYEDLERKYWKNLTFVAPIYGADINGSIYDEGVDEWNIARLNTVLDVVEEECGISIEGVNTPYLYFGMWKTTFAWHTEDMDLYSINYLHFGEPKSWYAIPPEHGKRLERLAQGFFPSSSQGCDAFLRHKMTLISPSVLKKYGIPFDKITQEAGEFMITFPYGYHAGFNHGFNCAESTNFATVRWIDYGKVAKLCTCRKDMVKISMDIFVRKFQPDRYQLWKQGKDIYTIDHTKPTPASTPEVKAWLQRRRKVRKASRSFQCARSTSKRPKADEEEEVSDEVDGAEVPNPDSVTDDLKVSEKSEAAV
CTSL1 counter: blocks F. hepatica cathepsin L1 in PFM18AAP counter-screen; recombinant F. hepatica cathepsin L1, Z-Leu-Arg-MCA fluorescence; inhibition, % at 5.96 µM; 300,000 compounds, 0.49% hits; AID 1906;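 active = inhibition above the mean of all tested compounds plus 3 SD, set per screening campaign, cut at about 17% in these data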;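 also: 0% = plate median of test compound wells and 100% = 1 µM Z-Phe-Ala-diazomethylketone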
CR mimetic SO: lowers age-related superoxide in aged yeast cells | 330,000 compounds, 0.18% hits | S. cerevisiae aged cells, superoxide DHE fluorescence; hits give low values | superoxide response (% of plate mean), % at 10 µM;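 active = superoxide response under a set limit, about three screen SD below normal, cut at about 65% in these data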;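 also: yeast aged for seven days with compound at 30 °C before DHE staining; 100% = average MFI of all compound-treated wells on the plate with controls excluded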
ZTA counter: blocks Epstein-Barr virus ZTA, an EBNA-1 counter-screen; P03206; ZTA-DNA binding, fluorescence polarization; inhibition, % at 11 µM; 320,000 compounds, 0.15% hits; in the data active = inhibition above about 33%
Target sequence (P03206 whole entry, looked up): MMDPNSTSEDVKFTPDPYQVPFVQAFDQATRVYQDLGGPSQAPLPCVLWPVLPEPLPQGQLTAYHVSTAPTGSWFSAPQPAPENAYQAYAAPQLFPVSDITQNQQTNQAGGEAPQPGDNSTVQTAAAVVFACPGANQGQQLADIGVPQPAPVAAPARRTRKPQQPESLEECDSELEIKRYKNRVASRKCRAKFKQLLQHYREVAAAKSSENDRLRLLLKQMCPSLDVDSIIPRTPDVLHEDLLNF
PP1 inh: PP1-alpha (human) inhibition in PP5 counter-screen | AID 2235 | P62136 | inhibition, % at 6.7 µM | 320,000 compounds, 0.9% hits | purified PP1alpha, OMFP fluorescence;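 active = inhibition above the mean inhibition of all tested compounds plus 3 SD, computed separately for each screening campaign, cut at about 15% in these data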
Target sequence (P62136 whole entry, looked up): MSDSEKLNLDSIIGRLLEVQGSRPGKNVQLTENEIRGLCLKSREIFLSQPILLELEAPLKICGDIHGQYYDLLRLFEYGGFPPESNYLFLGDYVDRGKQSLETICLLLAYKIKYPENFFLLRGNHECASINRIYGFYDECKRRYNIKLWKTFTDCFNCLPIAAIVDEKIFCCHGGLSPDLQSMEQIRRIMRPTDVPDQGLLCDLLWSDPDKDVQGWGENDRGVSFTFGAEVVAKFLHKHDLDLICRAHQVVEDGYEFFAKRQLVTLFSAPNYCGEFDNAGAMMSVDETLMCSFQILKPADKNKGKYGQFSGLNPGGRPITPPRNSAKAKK
PP5 primary: blocks human protein phosphatase 5 activity; inhibition, % at 6.7 µM; P53041; purified PP5c, OMFP substrate fluorescence; AID 1987; 320,000 compounds, 0.18% hits;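 active = inhibition above the campaign's mean inhibition across all tested compounds plus 3 SD, cut at about 9.5% in these data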;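 also: 0% = DMSO only and 100% = 100 µM cantharidin control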
Starred values were filed as active, the others as inactive; · = not tested or not shown; & = joins results of further samples.

Below each compound: TPT1 inh	EBNA-1 inhibitor	HCV core dimer	GASC-1 inh	CTSL1 counter	CR mimetic SO	ZTA counter	PP1 inh	PP5 primary
> Nc1c(C(=O)N/N=C/c2ccc(Cl)cc2)cnn1-c1ccccc1
 : 1	3	-3	-2	6	100	-10	3	-1.8
> N#Cc1ccccc1S(=O)(=O)N1CCN(S(=O)(=O)c2ccc(Br)c(C(=O)O)c2)CC1
 : 0	0	0	1	5	93	0	-1	-0.2
> NS(=O)(=O)c1ccc(N2N=C(c3ccccc3)CC2c2ccc(F)cc2)cc1 (configuration not stated)
 : -4	4	-11	6	9	109	-11	-1	9.4
> CCOC(=O)C1CCN(C(=O)c2cn(C)c(=O)c3cc(OC)c(OC)cc23)CC1
 : 0	4	2	-4	5	108	-2	-1	2.4
> CCOC(=O)c1c(C)[nH]c(C(=O)OCCOc2ccc(Cl)cc2)c1C
 : 4	4	-9	15	3	94	-4	2	6.6
> O=C(O)/C=C/C(=O)Nc1ccc(Cl)cc1C(=O)c1ccccc1
 : -2	1	-5	2	-3	103	-17	2	0.8
> COc1cccc(C(=O)NN=C2CCCC2)c1
 : 2	2	9	-6	0	100	-6	-1	-0.8
> CCCCC1=CC2=CC(=O)C(C)(OC(=O)CC)C(=O)C2=CO1 (configuration not stated)
 : 7	18	18	9	-5	98	6	12	3.1
> COc1ccc(C(=O)Oc2cccc(Nc3ncnc4ccccc34)c2)cc1OC
 : -1	-14	-3	3	1	108	-14	1	2.2
> COCCCNC(=O)C1CCCCN1S(=O)(=O)c1ccc(F)cc1 (configuration not stated)
 : -1	12	-3	-13	1	94	11	0	0.6
> Cc1ccnc(NC(=O)CCCOc2ccccc2)c1
 : 5	6	-8	8	-5	110	-8	-5	2.8
> N=C1/C(=C\c2ccc(OC(=O)c3ccco3)cc2)C(=O)N=C2SC(N3CCCCC3)=NN12
 : 6	-4	6	-3	0	105	12	8	3.9
> CCn1c2c(c(=N)c3ccccc31)CCC2
 : -1	4	-6	-2	-1	108	11	2	-0.7
> O=S1(=O)CC=C(CSc2nc3ccccc3[nH]2)C1
 : -1	-1	0	-6	0	102	0	-1	2.0
> O=C(C(Cl)c1ccccc1)N1CCOCC1 (configuration not stated)
 : -2	9	-8	27	1	96	-1	-4	-0.9
> O=C(CSc1ccccc1)Nc1cccc(S(=O)(=O)N2CCCCC2)c1
 : ·	·	·	-10	·	91	5	-2	-0.8
> Cc1c(/C=N/NC(=O)c2ccc3c(c2)OCO3)cnn1C
 : -4	-6	3	5	5	91	3	-6	-0.3
> CCc1ccccc1N1CC23C=CC(O2)C(C(=O)OC)C3C1=O (configuration not stated)
 : 1	-3	3	9	-1	107	10	-2	1.7
> O=C(CCN1C(=O)c2ccccc2C1=O)N1CCN(C(=O)c2ccccc2)CC1
 : -1	3	-7	8&25	3	119	4	1	3.1
> COc1c(C)cc(C(=O)C2CCCN(Cc3ccc(Oc4ncccn4)cc3)C2)cc1C (configuration not stated)
 : -2	0	1	20	-4	110	6	3	1.1
> CCC(C)NC(=O)CSc1nnc(-c2ccncc2)n1-c1ccc(OC)cc1 (configuration not stated)
 : -4	4	3	-31	-1	118	1	-3	-1.0
> Cc1cccc(Oc2nccc(C(F)(F)F)c2C(=O)Nc2ccc(F)cc2F)c1
 : -3	1	-4	7	1	109	5	-5	1.5
> Cc1ccc(-c2nnc(SC(C)C(=O)NCC3CCCO3)nc2-c2ccc(C)cc2)cc1 (configuration not stated)
 : 3	0	3	35	6	115	8	0	2.5
> N#CCc1nc2ccc(S(=O)(=O)N3CCOCC3)cc2s1
 : 85*	4	46	10	2	96	20	11	-3.2
> Cc1ccc(S(=O)(=O)NCCSc2nnnn2C)cc1
 : 1	13	-5	6	-3	94	-1	1	-0.9
> CNc1nnc(-c2ccc(C)cc2)c2ccccc12
 : -4	-12	-7	-12	-1	91	-12	-1	5.9
> Cc1cc(C)c(S(=O)(=O)N2CCN(c3ccc([N+](=O)[O-])c(-n4nc(C)cc4C)c3)CC2)c(C)c1
 : 1	8	17	-34	0	94	-1	8	2.1
> CC(C)(C)NC(=O)C(=O)NN=C1CCCCCCCCCCC1
 : 1	-7	-3	3	-1	112	-17	-1	-4.2
> Cc1cc(C)nc(N/N=C/c2ccc(N3CCOCC3)cc2)n1
 : 0	1	-4	-3	0	97	14	-7	-1.3
> Cc1sc(NC(=O)c2ccco2)c(CN2CCN(c3ccccn3)CC2)c1C
 : 3	-4	7	-10	-1	109	-1	-3	3.8

The final two records of the part above are carried over, then new ones follow:
Below each compound: TPT1 inh	EBNA-1 inhibitor	HCV core dimer	GASC-1 inh	CTSL1 counter	CR mimetic SO	ZTA counter	PP1 inh	PP5 primary
> Cc1cc(C)nc(N/N=C/c2ccc(N3CCOCC3)cc2)n1
 : 0	1	-4	-3	0	97	14	-7	-1.3
> Cc1sc(NC(=O)c2ccco2)c(CN2CCN(c3ccccn3)CC2)c1C
 : 3	-4	7	-10	-1	109	-1	-3	3.8
> O=C(CCN1CCN(C/C=C/c2ccccc2)CC1)Nc1ccccc1Cl
 : -3	4	5	-8	0	104	10	0	-0.2
> O=[N+]([O-])c1cc(Br)c2nsnc2c1N1CCOCC1
 : -2	-11	-24	6	4	100	-7	4	0.0
> CC(C)(C)c1ccc(C(=O)Nc2cnccn2)cc1
 : 0	11	-1	-1	-3	95	14	-2	0.5
> CC(C)(CN1CCN(c2ccccc2)CC1)NS(=O)(=O)c1ccccc1
 : -1	-16	3	-4	0	108	-11	2	0.5
> COCCN(CCOC)C(=O)COC(=O)c1ccc(Cl)c(S(=O)(=O)N(C)c2ccccc2)c1
 : -2	0	0	-4	-7	98	-3	-3	0.0
> COCCn1c(SCC(=O)Nc2cccc(NC(C)=O)c2)nc2c([nH]c3ccccc32)c1=O
 : -1	-5	2	0	1	101	-9	-2	1.2
> O=C(Cc1ccc(Cl)cc1)Nc1ccccc1CO
 : -3	-6	0	6	-4	117	-5	0	2.1
> c1ccc(-n2nnc3ccccc32)cc1
 : -2	4	2	3	-3	96	0	0	-1.8
> CCC(=O)Oc1ccc2oc(=O)cc(C)c2c1
 : 2	6	2	6	-33	102	7	-2	-1.0
> CN(Cc1ccccc1)Cc1c[nH]c2ccccc12
 : -3	4	-5	-2	-1	101	1	-1	-1.4
> Cc1ccc(S(=O)(=O)NCC(=O)OCC(=O)NC(=O)NC2CCCC2)cc1
 : 0	-2	-5	6	-19	111	-13	-3	1.2
> Nc1ncc(Br)cc1S(=O)(=O)NC1CCCCC1
 : -1	0	-2	·	4	90	-22	-5	1.9
> Cc1ccc(CN(Cc2cccnc2)C(=S)Nc2cccc(Cl)c2C)cc1
 : 0	0	1	-9	-3	110	-1	1	2.0
> COc1ccc(-c2nc3ccccc3c(=O)n2CCc2ccc(O)cc2)cc1
 : -1	-13	2	-16	-4	106	0	3	1.5
> COc1cc(CNC(C)(C)CO)ccc1OCC(=O)NC(C)(C)C
 : -1	2	-4	0	-1	104	4	-3	0.1
> O=C(Cn1cnc2c(nnn2Cc2ccccc2F)c1=O)N1CCN(c2ccccc2)CC1
 : 1	6	4	-3	3	128	-14	-2	0.2
> O=C(CNS(=O)(=O)c1ccc(Br)cc1Cl)OCC(=O)c1ccc[nH]1
 : 0	3	8	-1	-21	101	-1	35*	-0.4
> O=C(O)CSCC(=O)NC1CCCc2ccccc21 (configuration not stated)
 : 2	-7	0	5	-3	99	-3	2	1.9
> Cc1ccnc(NC(=O)c2ccc(Cl)c(S(=O)(=O)N3CCCCC3)c2)c1
 : ·	·	·	4	·	92	-3	1	1.6
> COC(=O)CSc1nc2ccccc2c(=O)n1Cc1ccccc1
 : 1	-4	5	-6	-5	92	12	-2	2.5
> CC(C)C(OC(=O)c1nsc(Cl)c1Cl)C(=O)NCc1ccc2c(c1)OCO2 (configuration not stated)
 : -1	1	2	13	-4	96	4	1	0.6
> CNC(=S)NNC(=O)c1cccn(Cc2ccc(Cl)c(Cl)c2)c1=O
 : 0	1	-4	1	-1	100	1	-3	0.7
> NC(=O)NC(=O)COC(=O)[C@H](Cc1ccccc1)NC(=O)c1cccs1
 : -7	3	0	-2	-9	90	0	-3	0.4
> CCc1nc2ccccc2c(=O)n1NC(=O)c1c(O)c2cccc3c2n(c1=O)CCC3
 : 0	-16	7	1	0	110	12	-6	2.6
> CCOc1ccc(Nc2cc(C)nc3nc(C)nn23)cc1
 : -2	4	0	-2	-2	94	14	-3	-1.3
> Cc1ccc(CNC(=O)CCC2CCCN(Cc3cccc4c3OCO4)C2)o1 (configuration not stated)
 : -4	8	-2	-14	2	101	-6	-4	-1.0
> COc1ccc(-c2nc(C#N)c(NCCc3ccccc3)o2)cc1
 : -3	-10	-2	-4	-1	91	-13	3	4.0
> Cn1c(=O)[nH]c(=O)c2c1nc1n2CCN1Cc1ccccc1
 : -6	-2	-2	-18	0	82	-13	2	2.5
> CC(=O)c1ccc(NC(=O)C2CCCN2S(=O)(=O)c2ccc(F)cc2)cc1 (configuration not stated)
 : -2	5	-4	2	0	106	11	-2	-0.2
> Cc1cccc(-n2c(=O)c(C#N)cc3c(=O)n4ccccc4nc32)c1
 : -2	8	7	10	6	103	-6	-4	-2.3

Sorted by the number under GASC-1 inh (high to low): three of the compounds above
SMILES	GASC-1 inh
CCC(=O)Oc1ccc2oc(=O)cc(C)c2c1	6
CC(C)(C)c1ccc(C(=O)Nc2cnccn2)cc1	-1
Cn1c(=O)[nH]c(=O)c2c1nc1n2CCN1Cc1ccccc1	-18

(listing goes on)
Below each compound: TPT1 inh	EBNA-1 inhibitor	HCV core dimer	GASC-1 inh	CTSL1 counter	CR mimetic SO	ZTA counter	PP1 inh	PP5 primary
> O=C(NCc1nc(-c2ccc(C(F)(F)F)cc2)no1)Nc1ccc(F)cc1F
 : 0	8	-3	-1	1	110	-6	0	0.4
> O=C(NCCN1C(=O)S/C(=C\c2cccnc2)C1=O)c1cccc(OC(F)F)c1
 : -1	5	9	15	6	101	15	0	-0.8
> O=C(c1ccc(NC2=NC3CS(=O)(=O)CC3S2)cc1)N1CCc2ccccc2C1 (configuration not stated)
 : 0	4	-3	-16	5	104	7	-3	-2.1
> CC1CCN(CCCNC(=O)C2CCC(CNS(=O)(=O)c3cccc4nsnc34)CC2)CC1 (configuration not stated)
 : -3	7	-13	-8	4	98	0	-2	-0.3
> Cn1c(=O)c2c(n(Cc3ccccc3)c1=O)NC(=O)C2CC(=O)NCc1cccc(Cl)c1 (configuration not stated)
 : -3	-3	6	-1	2	110	4	0	3.3

Structures shown so far with an NH in an aromatic ring, in the order listed:
Below each compound: TPT1 inh	EBNA-1 inhibitor	HCV core dimer	GASC-1 inh	CTSL1 counter	CR mimetic SO	ZTA counter	PP1 inh	PP5 primary
> CCOC(=O)c1c(C)[nH]c(C(=O)OCCOc2ccc(Cl)cc2)c1C
 : 4	4	-9	15	3	94	-4	2	6.6
> O=S1(=O)CC=C(CSc2nc3ccccc3[nH]2)C1
 : -1	-1	0	-6	0	102	0	-1	2.0
> COCCn1c(SCC(=O)Nc2cccc(NC(C)=O)c2)nc2c([nH]c3ccccc32)c1=O
 : -1	-5	2	0	1	101	-9	-2	1.2
> CN(Cc1ccccc1)Cc1c[nH]c2ccccc12
 : -3	4	-5	-2	-1	101	1	-1	-1.4
> O=C(CNS(=O)(=O)c1ccc(Br)cc1Cl)OCC(=O)c1ccc[nH]1
 : 0	3	8	-1	-21	101	-1	35*	-0.4
> Cn1c(=O)[nH]c(=O)c2c1nc1n2CCN1Cc1ccccc1
 : -6	-2	-2	-18	0	82	-13	2	2.5
